GCN5L2 inh = qHTS Assay for Inhibitors of GCN5L2; Histone acetyltransferase KAT2A (Homo sapiens), Q92830; GCN5L2 HAT assay, ThioGlo1 CoA-SH fluorescence; Potency, µM (highest dose often 58.9 µM), without a hit: at the highest dose activity change, negative = inhibition, actives largely listed as inhibitors; actives 0.21% (n = 390,000); AID 504327, 2011
Target sequence (Q92830 whole entry, looked up): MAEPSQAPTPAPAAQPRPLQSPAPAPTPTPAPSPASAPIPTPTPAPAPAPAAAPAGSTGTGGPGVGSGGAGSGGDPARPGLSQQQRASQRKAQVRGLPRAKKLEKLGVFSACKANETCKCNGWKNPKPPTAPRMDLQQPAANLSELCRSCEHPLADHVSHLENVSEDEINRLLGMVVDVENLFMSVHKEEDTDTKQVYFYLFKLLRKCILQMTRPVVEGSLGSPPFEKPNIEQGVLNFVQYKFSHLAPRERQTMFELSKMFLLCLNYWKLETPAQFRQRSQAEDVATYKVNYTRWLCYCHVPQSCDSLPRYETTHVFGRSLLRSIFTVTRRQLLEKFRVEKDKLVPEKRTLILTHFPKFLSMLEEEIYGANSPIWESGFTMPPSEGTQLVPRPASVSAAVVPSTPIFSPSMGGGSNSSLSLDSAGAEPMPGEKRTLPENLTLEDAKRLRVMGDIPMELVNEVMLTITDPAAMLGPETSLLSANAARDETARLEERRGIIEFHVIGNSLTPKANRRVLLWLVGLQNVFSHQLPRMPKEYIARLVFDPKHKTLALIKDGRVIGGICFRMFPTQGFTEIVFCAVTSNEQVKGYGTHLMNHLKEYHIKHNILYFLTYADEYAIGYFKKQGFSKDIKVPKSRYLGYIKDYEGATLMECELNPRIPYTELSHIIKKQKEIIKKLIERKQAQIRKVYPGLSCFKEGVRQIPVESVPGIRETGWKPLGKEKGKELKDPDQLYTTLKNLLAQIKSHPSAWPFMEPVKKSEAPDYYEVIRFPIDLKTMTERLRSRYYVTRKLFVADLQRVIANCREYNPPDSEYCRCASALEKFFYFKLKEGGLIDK
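Free CoA generated was detected with ThioGlo1 (50uM) fluorescence at Ex340nm/Em540nm, read immediately and after 20 min at room temperature. Enzyme, 20 nM in HEPES pH 7.5 buffer, saw compounds 15 min before adding 75uM H3(1-25) peptide and 70uM acetyl-CoA.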
FEN1 inhibitor = qHTS Assay for the Inhibitors of Human Flap endonuclease 1 (FEN1) | Potency, µM (series often up to 114 µM), without a hit: at the highest dose activity change, negative = inhibition, hits mostly inhibitors | P39748 | Recombinant FEN1 flap cleavage, fluorescence, 15 min | actives 0.35% (n = 390,000); also: nearly all actives have a fitted effect of over 65% in size
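In this screen, 50 nM flap DNA substrate was added to 10 nM FEN1 pretreated with compound for 15 min at room temperature; cleavage was followed with reads at 0 and 15 min, and Hill fitting gave concentration–response parameters.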
DT40 TDP1 CPT = qHTS for Inhibitors of human tyrosyl-DNA phosphodiesterase 1 (TDP1): qHTS in cells in presence of CPT. AID 686979, 2013. Potency, µM (top dose mostly 46.2 µM), without a hit: at the highest dose activity change, negative = growth inhibition, actives largely listed as inhibitors. chicken DT40 Tdp1-/-;hTDP1 cells + 20 nM CPT, ATP luminescence, 48 h. actives 12% (n = 420,000); also: nearly all actives have a fitted effect of over 55% in size
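Cell growth measured by CellTiter-Glo luminescence after a minimum 48 h, 37 C compound exposure with 20 nM CPT in Tdp1-knockout DT40 cells stably expressing hTDP1, seeded 400/well; qHTS titration format.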
Active calls of the source: *; ? = inconclusive; nt = not tested or not shown. Calls follow the shape of the dose curve; as a rule, active = well fitted curve in the direction sought with a large enough effect; inconclusive = small, poorly fitted or top-dose-only effect, or another doubt; inactive = no such curve, though single readings can be large; an effect the other way counts as inactive or inconclusive. % is scaled to controls: 0 for no effect and ±100 for the full control effect; potency is read from the fitted curve at half-maximal effect. The list is partial, so the mix of outcomes need not match the whole.

molecule	GCN5L2 inh	FEN1 inhibitor	DT40 TDP1 CPT
COC(=O)c1ccc2c(=O)n(NC(C)=O)c(=S)[nH]c2c1	-3%	-3%	-20%
CCCN(CC1CC1)C(=O)COC(=O)c1oc2ccc(OCC)cc2c1C	-5%	9%	-18%
C=CCN=c1scc(-c2ccco2)n1/N=C/c1ccc(O)c(O)c1O	-25%	?	10µM*
CC(C)C(NS(=O)(=O)c1ccccc1F)C(=O)OCC(=O)NCc1ccco1 (stereo not given)	-3%	-17%	12%
Cc1ccc(OCCn2c(C)nc3ccccc32)cc1	3%	2%	?
CCOC(=O)C1CCCN(Cc2nc(Cc3ccccc3Cl)no2)C1 (stereo not given)	-4%	-9%	0%
Cc1ccc(C)c(NC(=O)Cn2c(=O)nc(-c3ccccc3)c3ccccc32)c1	-2%	0%	5%
CCOC(=O)c1c(NC(=O)CSc2nnc3c(n2)[nH]c2ccc(F)cc23)sc(C(C)=O)c1C	0%	-17%	-18%

(further entries)
molecule	GCN5L2 inh	FEN1 inhibitor	DT40 TDP1 CPT
Cc1cc(C)c(OCC(O)CNC(C)(C)C)c(C)c1 (stereo not given)	-3%	20%	-10%
Cc1ccc(NC(=O)c2cc(Cl)ccc2[N+](=O)[O-])cc1C	-3%	-6%	6%
CN(C)c1ncc(S(=O)(=O)c2ccccc2)c(-c2ccccc2Cl)n1	-1%	-8%	-19%
CN(CCCNC(=O)c1ccccc1F)CCCNC(=O)c1ccccc1F	-6%	-12%	7%
CC(C)(C)OC(=O)N[C@@H](Cc1ccccc1)C(=O)NCC1CCC(C(=O)N[C@@H](CC(=O)O)C(=O)O)CC1 (stereo not given in full)	3%	17%	10%
Cc1ccc2c(CC(=O)OCC(=O)N(CC(C)C)c3c(N)n(Cc4ccccc4)c(=O)[nH]c3=O)coc2c1	-9%	-3%	?
O=C(C1CCCO1)N1CCN(S(=O)(=O)c2ccccc2)CC1 (stereo not given)	1%	12%	-11%
O=C(CSc1nnnn1-c1ccc2c(c1)OCO2)NCc1ccccc1	?	12%	15µM*

Later entries
molecule	GCN5L2 inh	FEN1 inhibitor	DT40 TDP1 CPT
COc1cc(OC)cc(C(=O)N2CCC(N3CCCCCC3)CC2)c1	-3%	2%	-9%
COc1ccccc1Nc1cc(C(=O)NCCCN(C)C2CCCCC2)c2ccccc2n1	-18%	4%	?
O=c1cc(CO)oc(CN2CCN(c3ccccc3F)CC2)c1O	7%	3%	-5%
COc1ccc(C)cc1Nc1nnc(C)c(=O)[nH]1	1%	-3%	0%
Cc1ccc(Cl)cc1Nc1nn2c(=O)c3ccc(C(=O)NCc4ccc(F)cc4)cc3nc2s1	-5%	17%	2.1µM*
COc1ccc(CCn2c(=O)c3cccnc3n(CC(=O)Nc3cccc(C)c3)c2=O)cc1OC	3%	-7%	-15%
Cc1cc(-c2ccccc2)nc(N/N=C/c2ccc(O)cc2)n1	-19%	-22%	12µM*
CCN(CC(=O)Nc1ccc2c(c1)OCCO2)CC(=O)Nc1cc(C)on1	-1%	6%	-8%

The list continues:
molecule	GCN5L2 inh	FEN1 inhibitor	DT40 TDP1 CPT
CCCCn1c(N)c(N(C)C(=O)C2CC(=O)N(Cc3ccco3)C2)c(=O)[nH]c1=O (stereo not given)	-7%	-2%	-8%
CCC1(c2ccc(OC)cc2)NC(=O)N(CC(=O)NC2CCCCC2C)C1=O (stereo not given)	3%	12%	?
Cc1cc(C)c2c(N)c3ccccc3nc2n1	-1%	45µM*	?
COc1ccc(NC(=O)c2ccco2)cc1NC(=O)c1ccccc1F	-12%	-5%	-7%
CCOC(=O)N1CCC(NC(=O)C2CCCN2C(=O)OCc2ccccc2)CC1 (stereo not given)	-5%	1%	4%
COCCCNC(=S)N1CCN(S(=O)(=O)c2ccc(OC)cc2)CC1	-2%	-3%	-30%
CC(=O)N1CCc2cc(S(=O)(=O)NC(Cc3ccccc3)C(=O)NCc3ccccc3Cl)ccc21 (stereo not given)	-4%	2%	-6%
COc1ccc(C(=O)OCC(=O)Nc2nnc(-c3ccccc3)o2)cc1	-7%	14%	?

Other records
molecule	GCN5L2 inh	FEN1 inhibitor	DT40 TDP1 CPT
COc1cc(CNC(=O)c2cnc3c(-c4cccc(C)c4)c(C)nn3c2C)cc(OC)c1OC	0%	-11%	12µM*
COc1ccc(CCn2nnnc2C(C(C)C)N2CCN(c3ncccn3)CC2)cc1OC (stereo not given)	-1%	3%	-8%
O=C(CN1CCN(S(=O)(=O)c2ccc(Cl)cc2)CC1)Nc1ccc2c(c1)OCCO2	-1%	4%	?
COc1cccc(CN2CCN(C(=O)c3cc(-c4ccccn4)nc4ccc(Cl)cc34)CC2)c1	0%	-4%	?
CC1(c2ccccc2)NC(=O)N(CC(=O)NCc2ccc3c(c2)OCO3)C1=O (stereo not given)	-1%	4%	10%
N#C/C(C(=S)Nc1ccccc1)=C1/NN=C(N2CCOCC2)N1c1ccccc1	-10%	-6%	?
Nc1ccccc1SCC(=O)Nc1ccc(N2CCOCC2)cc1	-1%	5%	-9%
NS(=O)(=O)c1ccc(NC(=O)c2cnn3c2NC(=C2CC2)C=C3C(F)F)cc1	nt	-4%	-27%

Later entries:
molecule	GCN5L2 inh	FEN1 inhibitor	DT40 TDP1 CPT
CC1(C)Cc2c(sc(NC(=O)C(=O)NCCCN3CCOCC3)c2C(N)=O)CO1	0%	-5%	-7%
Cc1cc(S(=O)(=O)Nc2ccc(C(=O)O)cc2)c(C)c(S(=O)(=O)c2ccc(Cl)cc2)c1	1%	2%	10%
CC(C)(CO)CNC(=O)c1ccc2nc(Cc3cccc(Cl)c3)oc2c1	-3%	2%	?
CN1C[C@@H]2[C@@H]3C(=O)N(Cc4ccccc4)C(=O)[C@@H]3[C@](Cc3ccccc3)(C1=O)N2C(=O)c1ccc(C(C)(C)C)cc1	nt	3%	16µM*
COCCNC(=S)N/N=C(\C)c1cccc(OC)c1	-1%	-3%	13%
O=C(NCc1ccc(Cl)cc1)C1CCN(c2cnccn2)CC1	-4%	-5%	1%
Cc1ccccc1NC(=O)N1CCN(C/C=C/c2ccccc2)CC1	-8%	19%	?
O=C(CS(=O)(=O)Cc1ccccc1)Nc1nnc(C(F)(F)F)s1	2%	4%	10%

Going on with the list:
molecule	GCN5L2 inh	FEN1 inhibitor	DT40 TDP1 CPT
O=C(O)c1ccc(N/N=C/c2cn(Cc3ccccc3F)c3ccccc23)cc1	?	-2%	-8%
COc1ccc(Cc2nc3ccccc3n2Cc2ccccc2F)cc1	-15%	?	?
Clc1ccc2c(N/N=C/c3cccc(Br)c3)ccnc2c1	-4%	-13%	16µM*
Cc1cc(NC(=O)CSc2nnnn2Cc2ccccc2)no1	2%	5%	-32%
CCOC(=O)c1cc(C)n(-c2ccc(OC)c(OC)c2)c1C	-3%	0%	?
O=C(Nc1ccccc1C(=O)O)c1cc(S(=O)(=O)N2CCCCC2)cs1	-1%	9%	-1%
C=C(C)c1sc(-c2ccc(Cl)cc2)nc1C	nt	-9%	-1%
CCn1ccnc1C(O)c1cccc(OC)c1OC (stereo not given)	-3%	2%	10%

Single records, as listed above. Values in the order: GCN5L2 inh | FEN1 inhibitor | DT40 TDP1 CPT
Listed for CC(=O)N1CCc2cc(S(=O)(=O)NC(Cc3ccccc3)C(=O)NCc3ccccc3Cl)ccc21 (stereo not given) → -4% | 2% | -6%
Listed for Cc1cc(S(=O)(=O)Nc2ccc(C(=O)O)cc2)c(C)c(S(=O)(=O)c2ccc(Cl)cc2)c1 → 1% | 2% | 10%
Listed for CCC1(c2ccc(OC)cc2)NC(=O)N(CC(=O)NC2CCCCC2C)C1=O (stereo not given) → 3% | 12% | ?
Listed for Cc1cc(NC(=O)CSc2nnnn2Cc2ccccc2)no1 → 2% | 5% | -32%
Listed for CC1(C)Cc2c(sc(NC(=O)C(=O)NCCCN3CCOCC3)c2C(N)=O)CO1 → 0% | -5% | -7%

Further structures:
molecule	GCN5L2 inh	FEN1 inhibitor	DT40 TDP1 CPT
Cn1nnnc1SCC(=O)Nc1ccccc1Cl	-2%	4%	-17%
CCCc1ccc2oc(C(=O)N3CCN(CCC(N)=O)CC3)c(C)c2c1	-9%	5%	25%
COC(=O)c1ccc(NC(=O)CC2C(=O)N(c3ccccc3)C(=O)N2C2CCCC2)cc1 (stereo not given)	-16%	-7%	?
Cc1cccc(NCc2nc3ccccc3n2C)c1	1%	9%	-7%
CCN(CC)C(=O)Cn1cc(C(=O)C(=O)NCCc2ccccc2)c2ccccc21	-7%	15%	-11%
COc1ccc(-c2nnn(-c3ccc(Cl)cc3Cl)c2N)cc1	-3%	1%	7%
COc1ccc(NC(=O)COC(=O)[C@@H]2CCCN2C(=O)c2cccs2)cc1	-3%	6%	0%
COc1cc(NC(=O)CN2CCN(c3ccc(F)cc3)CC2)cc(OC)c1	19%	-3%	-22%

The list continues.
molecule	GCN5L2 inh	FEN1 inhibitor	DT40 TDP1 CPT
COc1ccc(CCN(C)c2ccc(S(=O)(=O)N3CCCC3)cn2)cc1OC	-7%	2%	?
COc1ccc(CNS(=O)(=O)c2ccc(-c3cc(C)no3)cc2)cc1	-2%	-13%	-23%
Cc1nc2c(C)cccc2c2c1CCS2	-4%	0%	-1%
Cc1cccc(C(CC(=O)N2CCCCC2)c2ccccc2)c1O (stereo not given)	-1%	2%	19%
COc1ccc(C(=O)N(C)CC2CCN(CCc3cccc(C(F)(F)F)c3)CC2)cc1C	-10%	0%	?
O=C(Nc1cc(S(=O)(=O)N2CCOCC2)ccc1OCC(F)(F)F)c1ccc(N2CCCC2=O)cc1	-6%	-1%	-16%
CCOc1cc2[nH]c(=O)n(CCCCCC(=O)NC3CCCC3)c(=O)c2cc1OCC	-11%	-11%	-20%
CCn1cc(C(=O)N2CCN(c3cccc(C)c3)C(C)C2)c(=O)c2cc(S(=O)(=O)N3CCOCC3)ccc21 (stereo not given)	1%	-22%	-15%

(continued)
molecule	GCN5L2 inh	FEN1 inhibitor	DT40 TDP1 CPT
CC(NCc1ccc2c(c1)OCO2)c1ccccc1 (stereo not given)	-3%	-15%	-16%
CC(=N/O)/C(=N\O)c1ccc(C)o1	-7%	0%	-6%
COc1ccc(NC(C)=O)c2nc(C)c(C)nc12	-9%	9%	-5%
O=C(O)C1C2C=CC(O2)C1C(=O)NCCc1cccc(Cl)c1 (stereo not given)	-3%	1%	1%
COc1ccc(CCNC(=O)[C@@H](NC(=O)c2ccccc2F)C(C)C)cc1OC	-2%	6%	5%
O=Cc1ccccc1Oc1ccccc1	-14%	6%	?
COc1ccc(-c2csc(C)n2)cc1Br	-7%	12%	11%
Cc1ncc(CN2CCC(CO)(CCOc3ccccc3)CC2)s1	-2%	0%	-7%

(further entries)
molecule	GCN5L2 inh	FEN1 inhibitor	DT40 TDP1 CPT
O=C(CCCN1C(=O)c2ccccc2C1=O)Oc1ccc(Cl)cc1	-6%	2%	1%
CN1CCN(C(=S)NC(=O)c2ccc(S(=O)(=O)N3CCOCC3)cc2)CC1	-2%	3%	-5%
O=C(O)c1ccccc1C(=O)NNc1ccc(Cl)cc1Cl	13%	-5%	14%
CN(C)c1ccc(C(=O)OCC(=O)NCC2CCCO2)cc1 (stereo not given)	-2%	1%	-29%
COc1cc(CCC(=O)OCc2ccccc2C#N)cc(OC)c1OC	-2%	0%	10%
O=C(CSc1nc2ccccc2n1CCc1ccccc1)N1CCOCC1	-3%	-6%	?
CCOC(=O)c1ccc(NC(=O)CCc2c(C)nc3ncnn3c2C)cc1	-1%	0%	-4%
COc1cc(/C=N/NC(=O)C(=O)NCc2ccco2)ccc1O	-3%	2%	19%

Further records
molecule	GCN5L2 inh	FEN1 inhibitor	DT40 TDP1 CPT
Cc1ccc(CN(C(=O)COc2ccc(Br)cc2)C2CCS(=O)(=O)C2)o1 (stereo not given)	-2%	9%	?
Fc1ccccc1CSc1nnc(-c2cnccn2)n1Cc1ccco1	-4%	-1%	-6%
Cc1ccc2nc(CSc3nnc(NC(=O)CC(C)C)s3)cc(=O)n2c1	-1%	-5%	?
CC(C)(C)OC(=O)C1=C(CO)CS[C@@H]2[C@H](NC(=O)Cc3ccccc3)C(=O)N12	?	-15%	5%
O=C1CC(=C(c2ccccc2)c2ccccc2)C(=O)N1CCCCN1CCN(c2cccc(Cl)c2)CC1	-3%	-2%	15µM*
CCCCN(C(=O)C1=COCCO1)c1c(N)n(Cc2ccccc2)c(=O)[nH]c1=O	2%	3%	-7%
COc1ccc(C(=O)N2CCC(O)(c3ccc(Cl)cc3)CC2)cc1OC	0%	11%	-14%
